Source: PubChem BioAssay
Akt phos inh – blocks phosphorylation of Akt. AID 651550. actives 0.32% (n = 360,000). Neuro2A IGF-stimulated pAkt S473 HTRF, 20 min; hits give low values. activity change, % for hits at 50 µM; in the data active means activity change below about -80%; inconclusive means mostly about -51% to -80%; further: on the % scale 0 is the no-effect control and ±100 the full control effect
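Neuro2A cells (4,500/well, DMEM with 0.5% FBS) were treated with compound at a single 50 µM final concentration, stimulated with 6 nM IGF for 20 min at 37 °C, and lysed. Phospho-Akt Ser473 was read by HTRF as 665/615 ratio ×10^4.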
HepG2 tox – HepG2 cytotoxicity, counter-screen for TGF-b inhibitors; HepG2 CAGA-GFP viability, ATP luminescence, 18 h; Potency, µM (series often up to 46.1 µM), without a hit: at the top dose activity change, negative = cytotoxicity, usual class: cytotoxic; actives 0.76% (n = 410,000); AID 588856; further: potency means the concentration at half of the fitted maximal effect; some results filed as inactive show a strong effect at the top dose
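CellTiter-Glo luminescence gave cytotoxicity after 18 hours at 37 degrees C. The cells were HepG2 CAGA-GFP in 1% FBS DMEM, stimulated with 500 pg/mL TGF-beta after compound addition. %Activity was normalised to no-cell wells (complete cell-killing) and DMSO (no toxicity), and curves were fitted and classified.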
CCT modulator – cytosolic chaperonin activity modulation; purified chaperonin ATPase assay, HTRF ADP detection, 30 min; activity change, % (test concentration not listed), hits read low; actives 0.3% (n = 360,000); AID 651819; in the data active means activity change below about -30%; further: on the % scale 0 is the no-effect control and ±100 the full control effect
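TRiC (40 or 20 nM final, by batch activity) in 30 mM Tris pH 7.4, 100 mM KCl, 5 mM MgCl2, 1 mM DTT was treated with compound at 76 uM single dose, then 10 uM ATP, 30 min at 37 °C. ADP was read by HTRF Transcreener.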
TGFb SMAD3 inh – blocks TGF-b signaling. HepG2 CAGA-GFP TGF-b/SMAD3 reporter, GFP fluorescence, 18 h; TGF-beta stimulated, 500 pg/mL final. Potency, µM (highest dose often 46.1 µM), inactives show top-dose activity, negative = inhibition, most hits filed as inhibitors. actives 1.2% (n = 410,000). AID 588855; further: potency means the concentration at half of the fitted maximal effect; on the % scale 0 is the no-effect control and ±100 the full control effect; nearly all actives have a fitted effect of over 65% in size
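HEPG2 CAGA-GFP reporter cells (1000/well, DMEM with 1% FBS) received compounds, then recombinant TGF-beta at 500 pg/mL final for 18 hours at 37 degrees C. Per-cell GFP summed per well was normalised to unstimulated and stimulated DMSO controls before curve fitting.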
Nrf2 block – blocks Nrf2 signaling | A549 ARE-Fluc reporter, luciferase luminescence, 18-24 h | Potency, µM (doses to about 46 µM), without a hit: at the highest dose activity change, negative = inhibition, most hits filed as inhibitors | actives 2.1% (n = 360,000); further: potency means the concentration at half of the fitted maximal effect; on the % scale 0 is the no-effect control and ±100 the full control effect; nearly all actives have a fitted effect of over 60% in size
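Concentration-response testing used A549 ARE_Fluc cells at 5000 cells/well. Following an 18-24 h compound incubation, viability was read by fluorescence (Ex 405/Em 525) and luciferase output by luminescence.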
ATXN viability – reduces viability in counter-screen for ATXN expression inhibitors. S2 cells (HEK-293 line with an ATXN2-luciferase reporter) viability, CellTiter-Fluor protease fluorescence, 24 h. Potency, µM (doses to about 56.7 µM), most hits filed as cytotoxic. actives 0.49% (n = 400,000); further: potency means the concentration at half of the fitted maximal effect; nearly all actives have a fitted effect of over 40% in size
MmCpn inh – blocks the Methanococcus maripaludis chaperonin Mm-Cpn | purified Mm-Cpn ATPase, ADP Transcreener TR-FRET | Potency, µM (series often up to 76.9 µM), without a hit: at the top dose activity, negative = inhibition, usual class: inhibitors | actives 0.031% (n = 330,000); further: potency means the concentration at half of the fitted maximal effect; on the % scale 0 is the no-effect control and ±100 the full control effect; nearly all actives have a fitted effect of over 80% in size
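Inhibition of chaperonin ATP hydrolysis is measured as reduced ADP production, detected by competitive TR-FRET in which signal falls with ADP. Final enzyme 25 nM and ATP 10 uM, reacted 30 min at 37°C.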
Nrf2 activator – activators of Nrf2 (ARE) signaling | actives 0.31% (n = 410,000) | AID 624171 | AREc32 ARE-luciferase reporter (MCF7-derived line), luminescence, 24 h | Potency, µM (highest dose often 46.1 µM), for inactives: at the highest dose activation, hits mostly activators; further: potency means the concentration at half of the fitted maximal effect; % of control where 0% means no effect; nearly all actives have a fitted effect of over 65% in size
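AREc32 cells carrying an ARE-driven firefly luciferase, 1000 cells/well in OPTI-MEM with 5% FBS, dosed after overnight attachment and incubated 24 hr at 37 deg C. Steady-Glo luminescence read after 30 min at RT.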
A549 viability – counter-screen for Nrf2 inhibitors: cytotoxicity in A549 cells | A549 ARE-Fluc cells, CellTiter-Fluor viability, 18-24 h | Potency, µM (series often up to 46 µM), inactives show top-dose activity change, negative = cytotoxicity, usual class: inhibitors | AID 504648 | actives 0.16% (n = 390,000); further: potency means the concentration at half of the fitted maximal effect; on the % scale 0 is the no-effect control and ±100 the full control effect
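A549 ARE-Fluc cells in 5% FBS OPTI-MEM, 5000 cells/well, rested 2 h then exposed to compounds in concentration-response for 18-24 h at 37 °C. Viability by CellTiter-Fluor fluorescence (Ex 405/Em 525) after 30 min; luciferase luminescence (BugLite, 15 min, RT) read afterwards.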
Active calls of the source: *; i = inactive; ? = inconclusive; nt = not tested or not shown; & = joins results of further samples; [ ] = dose if it differs, or a comment. Unless noted, the call rests on the fitted dose curve; in most records, active means well fitted curve in the direction sought with a large enough effect; inconclusive means small, poorly fitted or top-dose-only effect, or another doubt; inactive means no such curve, though single readings can be large; an effect the other way counts as inactive or inconclusive.

structure | Akt phos inh | HepG2 tox | CCT modulator | TGFb SMAD3 inh | Nrf2 block | ATXN viability | MmCpn inh | Nrf2 activator | A549 viability
COc1ccc(S(=O)(=O)N2CCC(C(=O)NCc3cccnc3)CC2)cc1C | i | -12% | 0.5 | -21% | 3% | i | ? | 0.4% | 2%
Cc1ccc(NC(=O)Cn2ncc3c4ccccc4n(Cc4ccccc4)c3c2=O)cc1Cl | nt | 5% | nt | 10% | 9% | ? | nt | -1.0% | 3%
Cn1c(CO)cnc1SCc1ccc(F)cc1 | i | -1% | -2.7 | 1% | ? | i | -5% | -0.4% | 0%
COc1ccc(C(=O)Nc2cccc(C)n2)cc1S(=O)(=O)N1CCCc2ccccc21 | i | -6% | 1.1 | -1% | ? | i | nt | 3.1% | -7%
O=C(Nc1cccnc1)c1ccc(Cl)c(S(=O)(=O)N2CCCC2)c1 | i | -13% | -0.6 | 3% | ? | i | 2% | 0.1% | -5%
O=C1Nc2ccccc2Cc2ccccc21 | i | 1% | -1.5 | -5% | nt | i | nt | 2.0% | nt
COc1ccc2nc(NC(C)=O)sc2c1 | i | -9% | 0.0 | ? | 15% | i | 1% | -0.3% | -21%
CN(C)S(=O)(=O)c1ccc(NC(=O)c2cccnc2)cc1 | i | 3% | -1.7 | 2% | 10% | i | 2% | 0.0% | 2%
CCN1C(=O)[C@H]2[C@@H](c3ccc(C)cc3)N3C(=O)N(c4ccc(C)cc4)C(=O)[C@@]3(Cc3ccccc3)[C@H]2C1=O | i | 1% | 0.1 | ? | 1% | i | -5% | 0.1% | -2%
O/N=C/c1ccccc1OCc1ccc(Cl)cc1 | i | -24% | -0.2 | -12% | ? | i | -1% | 2.4% | -9%

Looked up by compound from above (two):
structure | Akt phos inh | HepG2 tox | CCT modulator | TGFb SMAD3 inh | Nrf2 block | ATXN viability | MmCpn inh | Nrf2 activator | A549 viability
CN(C)S(=O)(=O)c1ccc(NC(=O)c2cccnc2)cc1 | i | 3% | -1.7 | 2% | 10% | i | 2% | 0.0% | 2%
Cn1c(CO)cnc1SCc1ccc(F)cc1 | i | -1% | -2.7 | 1% | ? | i | -5% | -0.4% | 0%

Remaining list, next part.
structure | Akt phos inh | HepG2 tox | CCT modulator | TGFb SMAD3 inh | Nrf2 block | ATXN viability | MmCpn inh | Nrf2 activator | A549 viability
O=C(c1cc(N2CCOCC2)c(F)cc1[N+](=O)[O-])N1CCOCC1 | i | 0% | 2.3 | 11% | 6% | i | -2% | 0.0% | ?
Cc1ccccc1N=C1Nc2ccccc2CS1 | i | -20% | -7.4 | 9% | 10% | i | 0% | 3.5% | -16%
CCOc1cc(/C=C2/SC(=O)N(CC(=O)N3CCc4ccccc4C3)C2=O)ccc1OCC(=O)O | i | 10% | 0.2 | 0% | nt | i | 2% | 0.3% | -2%
CC1CCN(C(=O)c2nc[nH]c2C(=O)OCCNC(=O)OC(C)(C)C)CC1 | i | -2% | -5.2 | -5% | 10% | i | 1% | 3.8% | 3%
CC(C)(C)c1ccc(C(=O)NCC(=O)NNC(=O)c2ccccc2O)cc1 | i | -30% | -0.8 | ? | 15% | i | -1% | 0.0% | 3%
Cc1ccc(N2CCN(c3nc4c(S(=O)(=O)c5ccc(C)c(C)c5)nnn4c4ccccc34)CC2)c(C)c1 | nt | -19% | nt | 0% | 20% | nt | nt | -0.1% | 1%
CN(C(=O)CSc1nnc(-c2c[nH]c3ccccc23)o1)C1CCS(=O)(=O)C1 (configuration not stated) | i | 8% | 0.1 | 15% | -11% | i | 0% | 3.4% | -1%
CS(=O)(=O)N1CCN(c2nc(-c3ccc(F)cc3)cs2)CC1 | i | 16% | -1.7 | -3% | 8% | i | -2% | 0.0% | 0%
CC(C)Oc1cccc(C(=O)O)c1 | i | 3% | -3.6 | -5% | 12% | i | -12% | -0.2% | -7%
O=C(Cn1nc(-c2ccccc2F)ccc1=O)Nc1ccc(S(=O)(=O)N2CCCCCC2)cc1 | i | 15% | -4.4 | ? | -19% | i | -9% | -0.1% | -1%
Cc1ccc(NC(=O)C2CCCN2C(=O)NC2CCCCC2)c(C)c1 (configuration not stated) | i | -14% | 0.5 | -21% | -4% | ? | 2% | 0.0% | -3%
CCOc1ccc(CCNc2ncnc3onc(C)c23)cc1OCC | nt | -21% | nt | -23% | 7.3µM* | i | nt | 5.0% | 1%
CCCC/C=C1\CCc2c([nH]c3ccccc23)C1=O | i | -8% | -0.3 | 12% | ? | i | -4% | ? | 18%
CC(C)CC(=O)Nc1ccc(C(=O)NN2C(=O)c3ccccc3C2=O)cc1 | i | -22% | -1.1 | 0% | -6% | i | -4% | -0.7% | 0%
Brc1ccc(/C=C/C=N/Nc2nc3ccccc3s2)cc1 | i | -31% | 2.1 | 2% | ? | i | 2% | 3.3% | ?
COCCn1c(-c2cccc(Br)c2)nc2c(c(=O)c3ccccc3n2C)c1=O | i | -13% | -1.1 | -18% | -2% | i | -1% | 7.4% | 7%
Cc1[nH]c2ccccc2c1C(=O)C(=O)N1CCCc2ccccc21 | i | 3% | -0.1 | 0% | 18% | i | 0% | 0.9% | -7%
COC(=O)c1c(NC(=O)CSc2nnc(C)c(=O)[nH]2)sc(C)c1C | i | -2% | 1.3 | -3% | -1% | i | 2% | 5.8% | 0%
O=C1c2oc3ccccc3c(=O)c2C(c2cccc(Cl)c2)N1c1ccccn1 (configuration not stated) | nt | 3% | nt | -5% | 7% | nt | nt | 9.2% | -4%
CCOC(=O)c1[nH]c(C)c(C(=O)NCc2cccc(OC)c2)c1C | nt | -14% | nt | -9% | ? | i | nt | 0.4% | -7%
CC(C)CC(=O)Nc1ccccc1-c1nnn(CC(=O)N2CCOCC2)n1 | i | 7% | -1.4 | 7% | ? | i | -1% | 0.1% | 5%
COc1ccc(Nc2nc(N)nc(CSC(=S)N3CCCCC3)n2)cc1 | i | -11% | -1.7 | -6% | ? | i | -4% | 14% | 17%
NC(=O)c1c(NC(NC(=O)c2ccco2)(C(F)(F)F)C(F)(F)F)sc2c1CCCC2 | i | -20% | -1.8 | -12% | 7% | ? | 1% | 0.7% | -3%
Cc1noc(C)c1COC(=O)c1ccccc1Sc1ccccc1C#N | i | -18% | -0.6 | -2% | 18µM* | i | 0% | 0.1% | -11%
NC(=O)CN1CCN(C(=O)Nc2ccccc2)CC1 | i | -5% | 0.8 | -2% | 6% | i | -1% | 0.5% | ?
Cc1ccc(-c2nnc(Oc3ccc(NC(=O)c4ccccc4)cc3)c3ccccc23)cc1 | i | 6% | -0.4 | -10% | -3% | ? | 0% | -0.6% | 0%
O=C1c2ccccc2S(=O)(=O)c2cc(N3CCN(c4ccccc4)CC3)ccc21 | i | -2% | -3.2 | 5% | 3% | i | nt | 0.5% | -6%
Cc1c(O)c(=O)n(-c2ccccc2)n1C | i | -2% | 0.1 | -5% | 4% | i | 1% | -0.3% | -3%
CCOC(=O)/C=C1\CN(Cc2cc(OC)c(OC)c(OC)c2)S(=O)(=O)c2ccccc21 | i | -18%&-4% | -1.2 | -25%&-22% | ? | i | 1% | 5.9% | -9%
Cc1ccc(NC(=O)Cn2c(O)c(N=NC(=O)c3ccncc3)c3ccccc32)cc1 | i | -3% | 1.6 | -1% | 9% | ? | -4% | 0.3% | 0%
O=C1CCCC(NCCCCCCNC2=C([N+](=O)[O-])C(=O)CCC2)=C1[N+](=O)[O-] | i | -1% | -0.4 | ? | -4% | ? | -2% | -0.2% | -2%
Cc1ccccc1-n1c(=O)cc(N2CCc3ccccc3C2)[nH]c1=O | i | 9% | 0.5 | -12% | 12% | i | 0% | 4.8% | 19%
COc1cc(Cl)c(NC(=O)CCc2nc3cccnc3n2-c2ccccc2)c(OC)c1 | nt | -4% | nt | -3% | ? | i | nt | 0.6% | -4%
CC(=O)c1ccc2c(c1)N(C)c1ccccc1S2 | i | -32% | -9.8 | 9% | ? | i | -8% | 2.8% | 16%
CCOC(=O)c1nn(-c2ccc(C)cc2)c(=O)cc1OCC(=O)N1CCN(c2ccccc2)CC1 | i | 1% | -2.6 | 9% | 0% | i | 2% | 0.9% | 1%
COc1ccc(NC(=O)NC2CC3CCCC(C2)N3Cc2ccccc2)cc1 (configuration not stated) | i | 1% | 1.2 | -3% | 0% | i | -1% | 1.9% | 0%
CC(C)Cn1c(N)c(C(=O)COC(=O)c2ccccc2C(=O)c2ccccc2)c(=O)n(C)c1=O | i | -19% | 0.7 | -12% | 13µM* | ? | -2% | -0.3% | -28%
O=C1c2cccc3cccc(c23)C(=O)N1CCCSc1ncn[nH]1 | i | 8% | -0.4 | 25% | 8% | i | -1% | 6.4% | 8%
CSCc1cc(N(C)C)nc(SCc2ccc(Cl)cc2Cl)n1 | i | -26% | -2.7 | -21% | ? | i | 0% | -0.6% | -7%[1.84 µM]
Cc1cc(NC(=O)CN2C(=O)NC(CCc3ccccc3)C2=O)no1 (configuration not stated) | i | -3% | -1.2 | 7% | 1% | i | 1% | -0.4% | -7%
CCN=C1SC(CC(=O)Nc2ccc(C)cc2)C(=O)N1CC (configuration not stated) | i | -5% | 0.8 | 15% | 6% | i | -1% | -0.1% | 0%
COc1cc2ccccc2cc1C(=O)Nc1cc(-c2nc3ccccc3o2)ccc1C | nt | -4% | nt | -6% | 21% | i | nt | 0.1% | 2%
